POLI inh – blocks human DNA polymerase iota activity | AID 588590 | Potency, µM (series often up to 115 µM), without a hit: top-dose activity, negative = inhibition, most hits filed as inhibitors | Pol iota fluorescent replication assay, 10 min | Q9UNA4 | 1% of 390,000 active
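Fluorescent replication assay read twice, at 0 min and 10 min after adding 50 nM (final) substrate. Enzyme (10 nM) and compounds were first incubated 15 min at room temperature; enzyme-free buffer wells were negative controls.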
JMJD2A Tudor inh – blocks the human JMJD2A Tudor domain | 4.4% of 390,000 active | O75164 | AID 504339 | Potency, µM (series often up to 114 µM), for inactives: at the top dose activity change, negative = inhibition, usual class: inhibitors | AlphaScreen JMJD2A-Tudor / H3K4me3 peptide binding; also: % is scaled to controls: 0 for no effect and ±100 for the full control effect; nearly all actives have a fitted effect of over 50% in size
G9a block – G9a (human) methyltransferase inhibition; Q96KQ7; G9a H3K9 monomethylation, AlphaScreen, 2 h; Potency, µM (doses to about 102 µM), inactives show at the highest dose activity, negative = inhibition, most hits filed as inhibitors; 8.8% of 350,000 active; AID 504332; also: % is scaled to controls: 0 for no effect and ±100 for the full control effect; nearly all actives have a fitted effect of over 75% in size
Target sequence (Q96KQ7 913-1193 limits assumed): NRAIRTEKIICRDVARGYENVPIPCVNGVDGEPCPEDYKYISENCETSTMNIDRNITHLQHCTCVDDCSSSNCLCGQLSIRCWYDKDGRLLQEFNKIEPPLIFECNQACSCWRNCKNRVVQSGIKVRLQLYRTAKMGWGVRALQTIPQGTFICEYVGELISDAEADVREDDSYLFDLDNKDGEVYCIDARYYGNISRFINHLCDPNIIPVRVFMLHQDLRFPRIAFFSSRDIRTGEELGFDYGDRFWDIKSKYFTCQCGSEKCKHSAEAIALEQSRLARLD
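Readings reflect AlphaScreen signal from monomethyl-H3K9 antibody detection. HMT at 20 nM; substrate b-H3K9 500 nM; cofactor SAM 20 uM; 2 h RT reaction; compounds tested as titrations in qHTS with 15 min preincubation.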
POLK inh – blocks human DNA polymerase kappa activity; purified Pol kappa, fluorescent DNA synthesis assay, 10 min; 0.53% of 400,000 active; Potency, µM (doses to about 107 µM), without a hit: top-dose activity, negative = inhibition, usual class: inhibitors; also: % is scaled to controls: 0 for no effect and ±100 for the full control effect
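Pol kappa 10 nM + cpd, 15 min RT; start w/ substrate 50 nM final; fluorescence kinetic read, 0 and 10 min. Neg ctrl: buffer, no enzyme.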
POLB inh – blocks human DNA polymerase beta activity | Pol beta primer extension/strand displacement, fluorescence kinetic | Potency, µM (doses to about 114 µM), for the others: top-dose activity change, negative = inhibition, actives largely listed as inhibitors | 1.3% of 340,000 active; also: % is scaled to controls: 0 for no effect and ±100 for the full control effect
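Kinetic readout of DNA synthesis with strand displacement by Pol beta. Compound and 10 nM enzyme sit 15 min at room temperature; 50 nM substrate starts the reaction, read immediately and at 10 min.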
APE1 inh – inhibitors of human APE1 endonuclease. 0.35% of 350,000 active. P27695. Potency, µM (series often up to 65.8 µM), without a hit: at the top dose activity change, negative = inhibition, actives largely listed as inhibitors. AID 2517. recombinant APE1, TAMRA/BHQ-2 abasic DNA cleavage fluorescence;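 also: plate controls were vehicle for no effect and reference inhibitor for full effect; nearly all actives have a fitted effect of over 55% in size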
Target sequence (P27695 whole entry, looked up): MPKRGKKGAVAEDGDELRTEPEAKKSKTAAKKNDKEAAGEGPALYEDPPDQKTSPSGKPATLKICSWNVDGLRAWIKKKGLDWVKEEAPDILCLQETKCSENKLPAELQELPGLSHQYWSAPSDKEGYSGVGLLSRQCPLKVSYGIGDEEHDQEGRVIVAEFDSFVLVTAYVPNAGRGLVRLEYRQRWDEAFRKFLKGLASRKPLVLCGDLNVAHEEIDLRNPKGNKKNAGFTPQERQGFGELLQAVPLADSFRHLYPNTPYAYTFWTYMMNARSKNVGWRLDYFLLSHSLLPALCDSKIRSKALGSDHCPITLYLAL
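Readout is kinetic fluorescence (ex 525, em 598 nm) from cleavage of 50 nM TAMRA/BHQ-2 THF abasic duplex by 0.75 nM APE1, compound added 15 min beforehand at RT.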
Pol eta inh – blocks human DNA polymerase eta activity; recombinant Pol eta, fluorescent DNA replication assay; Potency, µM (top dose mostly 114 µM), inactives show at the highest dose activity change, negative = inhibition, usual class: inhibitors; 1.2% of 390,000 active; Q9Y253; also: % is scaled to controls: 0 for no effect and ±100 for the full control effect
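Pol eta (10 nM) was preincubated with compounds for 15 min at room temperature, after which fluorescent replication substrate (50 nM final) was added to start the reaction. Fluorescence was read kinetically at 0 and 10 min.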
BAZ2B block – inhibitors of human BAZ2B bromodomain; AlphaScreen BAZ2B-H3K14Ac peptide displacement; Potency, µM (doses to about 114 µM), for the others: at the top dose activity change, negative = inhibition, usual class: inhibitors; 4.4% of 360,000 active; AID 504333; also: % is scaled to controls: 0 for no effect and ±100 for the full control effect; nearly all actives have a fitted effect of over 60% in size
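BAZ2B 50 nM plus b-H3(5-23)K14Ac 50 nM, PBS pH 7.4/0.01% Tween-20, 30 min RT; compound added (max 110 uM), 30 min RT; streptavidin donor/Ni-chelate acceptor beads 10 ug/mL final, 20 min dark; AlphaScreen read.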
BLM helicase inh – inhibitors of human Bloom syndrome helicase BLM; Potency, µM (highest dose often 56.1 µM), inactives show at the highest dose activity change, negative = inhibition, hits mostly inhibitors; recombinant BLM DNA unwinding, fluorescence dequenching; P54132; 0.2% of 350,000 active;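 also: plate controls were vehicle for no effect and no enzyme for full effect; nearly all actives have a fitted effect of over 35% in size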
* = called active by the depositor; & = joins results of further samples; ! = not confirmed by another sample; [ ] = dose if it differs, or a comment. Calls follow the shape of the dose curve; as a rule, active = well fitted curve in the direction sought with a large enough effect; inconclusive = small, poorly fitted or top-dose-only effect, or another doubt; inactive = no such curve, though single readings can be large; an effect the other way counts as inactive or inconclusive. Potency is read from the fitted curve at half-maximal effect.

What do the screens show for `C[C@H](CO)N1C[C@H](C)[C@@H](CN(C)Cc2ccncc2)Oc2c(NS(=O)(=O)c3ccc(Cl)cc3)cccc2C1=O`?
POLI inh: 3.0%; JMJD2A Tudor inh: -11.6%; POLK inh: -4.8%; APE1 inh: 15.6%; Pol eta inh: 6.0%

How did Cc1csc(NC(=O)c2ccc(C)c(S(=O)(=O)N3CCCCC3)c2)n1 do in these assays?
POLI inh: -16.8%; JMJD2A Tudor inh: -31.6%; G9a block: inconclusive; POLK inh: -3.1%; POLB inh: 21.7%; APE1 inh: 9.7%; Pol eta inh: -10.1%; BAZ2B block: -13.3%; BLM helicase inh: -6.0%

Results for CCOC(=O)c1c(-c2ccc(OC)cc2)csc1NC(=O)CSc1ncnc2sccc12 ?
POLI inh: inconclusive; JMJD2A Tudor inh: -19.3%; G9a block: inconclusive; POLK inh: -6.3%; POLB inh: 22.9%; APE1 inh: -3.6%; Pol eta inh: -3.2%; BAZ2B block: -29.6%; BLM helicase inh: -5.3%

What do the screens show for `Clc1ccc(-c2nnc(-c3cccc4ccccc34)o2)cc1Cl`?
POLI inh: 51.5%[activator]; JMJD2A Tudor inh: 2.8%; G9a block: 45.7%[activator][12.7 µM]; POLK inh: -6.7%; POLB inh: -7.9%; APE1 inh: -0.5%; Pol eta inh: -0.3%; BAZ2B block: -2.9%; BLM helicase inh: 1.2%

How did O=C(N/N=C/c1cccnc1)c1ccccc1OCc1ccc(Cl)cc1 do in these assays?
G9a block: -35.4%; POLB inh: 2.5%; APE1 inh: -5.8%; BAZ2B block: -0.3%; BLM helicase inh: -7.5%

How did CCN(CC(=O)Nc1ccccc1OC)C(=O)c1cccc(-n2cccc2)c1 do in these assays?
POLI inh: 7.0%; JMJD2A Tudor inh: inconclusive; G9a block: 44.7µM*; POLK inh: -7.2%; POLB inh: 0.6%; APE1 inh: 25.6%; Pol eta inh: -5.2%; BAZ2B block: inconclusive; BLM helicase inh: -3.9%

What do the screens show for `CC(C)Nc1nc(NC(C)C)nc(N(C#N)C(C)C(=O)N(C)C)n1` (stereo unspecified)?
G9a block: -24.2%; POLB inh: -1.1%; APE1 inh: 5.1%; BAZ2B block: -24.6%; BLM helicase inh: -3.4%

How did COc1ccccc1NS(=O)(=O)c1cc(NC(=O)c2cccnc2)ccc1N1CCCCC1 do in these assays?
POLI inh: 24.1%; JMJD2A Tudor inh: inconclusive; POLK inh: -10.4%; APE1 inh: -12.8%; Pol eta inh: -19.1%

What do the screens show for `COc1ccc(C2C(C(=O)N3CCN(c4ccccc4)CC3)c3ccccc3C(=O)N2C)cc1OC` (stereo unspecified)?
POLI inh: 9.8%; JMJD2A Tudor inh: -8.1%; G9a block: inconclusive; POLK inh: -1.8%; POLB inh: 11.3%; APE1 inh: -1.7%; Pol eta inh: 0.5%; BAZ2B block: -9.4%; BLM helicase inh: -3.4%

What do the screens show for `COc1ccccc1-c1noc(-c2ccc(NC(C)C)c([N+](=O)[O-])c2)n1`?
POLI inh: -11.8%; JMJD2A Tudor inh: -0.3%; G9a block: -33.4%[59 µM]; POLK inh: 4.9%; POLB inh: -5.6%; Pol eta inh: -10.2%; BAZ2B block: inconclusive; BLM helicase inh: 0.5%

Results for COc1ccc(/C=N/N2CCN(c3ccccc3OC)CC2)cc1OC ?
POLI inh: -3.1%; JMJD2A Tudor inh: inconclusive; G9a block: 44.7µM*; POLK inh: -11.2%; POLB inh: -22.8%; APE1 inh: -1.0%; Pol eta inh: -15.0%; BAZ2B block: inconclusive; BLM helicase inh: -3.0%

Results for Fc1ccc(C(OCCCc2cnc[nH]2)c2ccc(F)cc2)cc1 ?
POLI inh: -10.2%[58.9 µM]; G9a block: 44.7µM*!; POLK inh: -6.9%[60.1 µM]; POLB inh: -5.5%[57.1 µM]; APE1 inh: -2.2%; Pol eta inh: -7.2%[57.1 µM]

Results for COc1ccccc1/C=C/C(=O)OCC(=O)Nc1cc(C(F)(F)F)ccc1N1CCOCC1 ?
POLI inh: 48.1%[activator]; JMJD2A Tudor inh: -2.0%; G9a block: 15.2%; POLK inh: -18.3%; POLB inh: 11.0%[57.1 µM]; APE1 inh: -4.3%; Pol eta inh: -13.7%; BAZ2B block: 0.9%; BLM helicase inh: -1.1%

How did COc1ccccc1CCC(=O)OCC(=O)c1c(N)n(CC(C)C)c(=O)n(C)c1=O do in these assays?
POLI inh: 21.2%; JMJD2A Tudor inh: -10.1%; G9a block: -40.1%[0.501 µM]; POLK inh: -7.4%; APE1 inh: 35.1%; Pol eta inh: -22.3%; BAZ2B block: inconclusive

What do the screens show for `Cc1ccccc1NS(=O)(=O)c1ccc(C(=O)NCC2(N3CCOCC3)CCCCC2)cc1`?
POLI inh: 27.3%; JMJD2A Tudor inh: -15.2%; POLK inh: -15.4%; Pol eta inh: -17.2%

Results for COc1ccc(OCC(=O)NCCS(=O)(=O)N2CCN(c3cccc(Cl)c3)CC2)cc1 ?
POLI inh: 19.6%; JMJD2A Tudor inh: -17.3%; G9a block: 8.4%[59 µM]; POLK inh: -11.4%[60.1 µM]; POLB inh: 9.8%; Pol eta inh: -5.5%; BAZ2B block: -2.3%; BLM helicase inh: 0.6%

What do the screens show for `CC(=O)c1ccc(OC(=O)C2CC(=O)N(c3cccc(C)c3)C2)cc1` (stereo unspecified)?
POLI inh: -13.8%[58.9 µM]; JMJD2A Tudor inh: -1.3%; G9a block: inconclusive; POLK inh: -3.9%; POLB inh: 9.7%; APE1 inh: -4.3%; Pol eta inh: -0.7%; BAZ2B block: 11.3%; BLM helicase inh: -1.4%

Results for CCc1nonc1NC(=O)c1oc2ccc(Cl)cc2c1C ?
POLI inh: 16.2%&13.9%; JMJD2A Tudor inh: 8.9%&-9.4%; G9a block: 7.9%; POLK inh: -1.9%&-19.4%; POLB inh: -1.6%&7.0%; APE1 inh: 1.2%; Pol eta inh: -21.9%; BAZ2B block: -3.8%&-4.2%; BLM helicase inh: -1.7%&-0.1%

Results for O/N=C/c1ccc(OCc2ccccc2)c(Br)c1 ?
POLI inh: -16.7%; JMJD2A Tudor inh: 5.3%; G9a block: -3.2%[59 µM]; POLK inh: -9.0%; POLB inh: -20.3%; APE1 inh: -3.8%; Pol eta inh: -17.4%; BAZ2B block: -2.7%; BLM helicase inh: -10.5%

How did O=C(Nc1ccc(S(=O)(=O)N2CCCCC2)cc1)c1ccc(F)cc1 do in these assays?
POLI inh: 44.1%[activator]; JMJD2A Tudor inh: -17.3%; G9a block: 21.2%[59 µM]; POLK inh: -12.2%; POLB inh: -9.7%; APE1 inh: -6.5%[12.4 µM]; Pol eta inh: -16.1%; BAZ2B block: 7.6%; BLM helicase inh: -8.4%

How did Cn1c(CN2CCCC2)c(C#N)c2ccccc21 do in these assays?
POLI inh: 12.3%; JMJD2A Tudor inh: -11.1%; G9a block: inconclusive; POLK inh: 0.5%; POLB inh: -1.4%; APE1 inh: -1.8%; Pol eta inh: -19.1%; BAZ2B block: -9.3%; BLM helicase inh: -0.5%

How did Cc1cc2c(c(=O)n1Cc1cccnc1)C(c1ccccc1)C(C#N)=C(N)O2 (stereo unspecified) do in these assays?
POLI inh: 5.8%; JMJD2A Tudor inh: 4.5%; G9a block: -4.4%[2.33 µM]; POLK inh: -10.7%; POLB inh: 25.7%; APE1 inh: 1.9%; Pol eta inh: -11.9%; BAZ2B block: 9.7%; BLM helicase inh: 1.4%

Results for CCOC(=O)c1ccc(NC(=O)N2CCN(c3ccccc3OC)CC2)cc1 ?
POLI inh: -32.7%; JMJD2A Tudor inh: 79.4µM*; G9a block: 0.0%; POLK inh: -6.0%; POLB inh: 5.5%; APE1 inh: -4.6%; Pol eta inh: 1.0%; BAZ2B block: -27.8%; BLM helicase inh: 3.9%

How did COc1ccccc1OCc1nc(-c2ccc([N+](=O)[O-])cc2)no1 do in these assays?
POLI inh: 3.5%; JMJD2A Tudor inh: inconclusive; G9a block: inconclusive; POLK inh: -2.1%; POLB inh: -21.6%; APE1 inh: 0.9%; Pol eta inh: -20.8%; BAZ2B block: inconclusive; BLM helicase inh: -12.2%

What do the screens show for `CCc1cccc2c(C(=O)CN3C(=O)NC(C)(c4cccc5ccccc45)C3=O)c[nH]c12` (stereo unspecified)?
POLI inh: 162.8%[activator]; JMJD2A Tudor inh: -31.6%; POLK inh: -10.3%; POLB inh: 19.6%; APE1 inh: 8.3%; Pol eta inh: -23.7%; BAZ2B block: -0.4%; BLM helicase inh: -10.1%

Reprinted at random: 4 records from the list, in no set order.
How did Cc1cc2c(c(=O)n1Cc1cccnc1)C(c1ccccc1)C(C#N)=C(N)O2 (stereo unspecified) do in these assays?
POLI inh: 5.8%; JMJD2A Tudor inh: 4.5%; G9a block: -4.4%[2.33 µM]; POLK inh: -10.7%; POLB inh: 25.7%; APE1 inh: 1.9%; Pol eta inh: -11.9%; BAZ2B block: 9.7%; BLM helicase inh: 1.4%

Results for CCOC(=O)c1ccc(NC(=O)N2CCN(c3ccccc3OC)CC2)cc1 ?
POLI inh: -32.7%; JMJD2A Tudor inh: 79.4µM*; G9a block: 0.0%; POLK inh: -6.0%; POLB inh: 5.5%; APE1 inh: -4.6%; Pol eta inh: 1.0%; BAZ2B block: -27.8%; BLM helicase inh: 3.9%

How did Cn1c(CN2CCCC2)c(C#N)c2ccccc21 do in these assays?
POLI inh: 12.3%; JMJD2A Tudor inh: -11.1%; G9a block: inconclusive; POLK inh: 0.5%; POLB inh: -1.4%; APE1 inh: -1.8%; Pol eta inh: -19.1%; BAZ2B block: -9.3%; BLM helicase inh: -0.5%

How did COc1ccccc1OCc1nc(-c2ccc([N+](=O)[O-])cc2)no1 do in these assays?
POLI inh: 3.5%; JMJD2A Tudor inh: inconclusive; G9a block: inconclusive; POLK inh: -2.1%; POLB inh: -21.6%; APE1 inh: 0.9%; Pol eta inh: -20.8%; BAZ2B block: inconclusive; BLM helicase inh: -12.2%

High-throughput results as filed in PubChem BioAssay.

An excerpt; count on the stated rates, not on these rows.
